High-throughput results deposited in PubChem by Sanford-Burnham Center for Chemical Genomics.
MKP-3 inhibition: inhibition of rat DUSP6 enzyme activity – biochemical, in vitro, primary screen (AID 425) | recombinant MKP-3 phosphatase activity, fluorescence; higher % means a stronger effect | 110,000 tested, 0.17% active | one-dose inhibition, % at 20 µM; IC50 in µM for titrated hits; in the data active = inhibition above about 50%;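 also: plate controls were vehicle for no effect and reference inhibitor for full effect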
Hsp70 displacement: Hsp70 inhibitors, probe displacement, primary screen, biochemical, fluorescence polarization (AID 583); Hsp70 fluorescence polarization probe displacement, mP; higher % means a stronger effect; displacement, % at 20 µM; hits with a dose series show IC50 in µM; 140,000 tested, 0.06% active; in the data active = displacement above about 50%;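 also: plate controls were vehicle for no effect and reference ligand for full effect; a part of the inactive calls stands beside numbers as strong as those of hits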
* hit, by the source's call; nt = not tested or not shown; & = joins results of further samples. An excerpt. The share of hits here may be higher or lower than overall.

mol	MKP-3 inhibition	Hsp70 displacement
CC(NC(=O)Cn1cnnn1)C12CC3CC(CC(C3)C1)C2 (stereo not given)	-2%	-1.7%
O=C(CSc1nnc2c(Cl)cc(Cl)cn12)NC1CCS(=O)(=O)C1 (stereo not given)	nt	0.4%
CN1CCN(CCCCOc2ccc(F)cc2)CC1	1%	-1.8%
COc1ccc(CCNC(=O)c2cc(-c3cccs3)on2)cc1OC	-6%	1.1%
Cc1cccc(NC(=O)NCCN2C(=O)C3C4C=CC(C4)C3C2=O)c1 (stereo not given)	1%	2.3%
CCN(CC)CCCN1C(=O)C(O)=C(C(=O)c2cc3ccccc3o2)C1c1ccccn1 (stereo not given)	3%	7.7%
O=C(Nc1ccc(Cl)cc1Cl)C1CCCO1 (stereo not given)	0%	0.5%
CC(C)=CC(=O)Nc1ccc2c(c1)OCO2	-7%	-3.6%
Cc1cccc(OCCOCCSc2ncccn2)c1	-6%	-4.4%
N#CCCN1CCN(C(CNS(=O)(=O)c2ccc(Cl)cc2)c2ccccc2)CC1 (stereo not given)	-4%&2%	-0.4%&-4.8%
O=C(Nc1cccc(NC(=O)c2ccc(Cl)cc2Cl)c1)c1cccc([N+](=O)[O-])c1	4%	1.1%
CC(C)CCNc1nnnc2c1sc1nc(N3CCOCC3)c3c(c12)CC(C)(C)SC3	nt	-16%
O=C(O)c1ccc(Oc2ccc(NC(=O)c3cccc(F)c3)cc2)cc1	3%	4.4%
O=C(COC(=O)c1cccnc1Nc1ccccc1F)NCc1ccc2c(c1)OCO2	-10%	0.7%
Cc1ccccc1OCC(=O)O/N=C(\N)c1cccnc1	6%	1.8%
O=C(CN1C(=O)c2cccc3cccc1c23)N1CCc2ccccc2C1	nt	-2.2%
CCOc1ccc(Cl)cc1/C=C1/SC(=S)N(CC)C1=O	-4%	-1.9%
COCCNC(=O)C(c1ccc(C)o1)N(CC1CCCO1)C(=O)Cn1nnc2ccccc21 (stereo not given)	-5%	0.1%
COc1cc(/C=C2\SC(N)=NC2=O)c([N+](=O)[O-])cc1OC	18%	-2.6%
COc1cc(OC)c(OC)cc1CN1CCN(Cc2cc(OC)c(O)c(OC)c2)CC1	1%	0.5%
O=C(O)C1CCCCC1C(=O)N1CCN(c2cccc(Cl)c2)CC1 (stereo not given)	1%	6.0%
CN(C(=O)c1c(Cl)nc2sccn12)C1CCCCC1	-10%	-0.4%
c1ccc2c(CNc3ccc(CNc4ncn[nH]4)cc3)cccc2c1	nt	3.4%
Cc1csc(SCC(=O)Nc2cccc3nsnc23)n1	-1%	5.6%
COC(=O)c1nc(NC(=O)c2ccc(Cl)cc2)n[nH]1	-4%	-1.4%
COc1ccc(N(CC(=O)Nc2ccc(Oc3ccccc3)cc2)S(C)(=O)=O)cc1	2%	-0.9%
CC1CN(CC(O)COc2ccc3ccccc3c2)CC(C)O1 (stereo not given)	-2%	-0.3%
COc1ccc(-c2sccc2C(C)C(=O)O)cc1 (stereo not given)	0%	-3.1%
Nc1nnc(SCC(=O)NC2CCCC2)s1	4%	2.0%
O=S(=O)(NC1CCCCC1)c1ccc(-c2csnn2)s1	nt	-0.1%

Single entries from above.
Nc1nnc(SCC(=O)NC2CCCC2)s1 in MKP-3 inhibition shows 4%
CN(C(=O)c1c(Cl)nc2sccn12)C1CCCCC1 in MKP-3 inhibition shows -10%
COC(=O)c1nc(NC(=O)c2ccc(Cl)cc2)n[nH]1 in MKP-3 inhibition shows -4%
COc1cc(/C=C2\SC(N)=NC2=O)c([N+](=O)[O-])cc1OC in Hsp70 displacement shows -2.6%

The list continues:
mol	MKP-3 inhibition	Hsp70 displacement
Cc1cc(NC(=O)c2cc(-c3cccs3)nc3ccccc23)no1	2%	0.5%
CCn1nnc(C(=O)O)c1C(=O)O	-5%	-1.4%
COc1ccc(S(=O)(=O)n2c(CCN3CCOCC3)nc3ccccc32)cc1	-14%	-1.6%
COc1cc2c(cc1OC)/C(=C/C(=O)N1CCOCC1)NC(C)(C)C2	-3%	-2.1%
COc1ccc(NC(=O)CN2CCN(c3nc(-c4cccc(OC)c4)cs3)CC2)cc1	nt	-1.6%
Cc1ccc(NC2(c3ccc(Cl)cc3)C(=O)c3ccccc3C2=O)cc1	3%	-7.3%
COc1ccccc1C1/C(=C(\O)c2ccc([N+](=O)[O-])cc2)C(=O)C(=O)N1CCCCCC(=O)O (stereo not given)	-2%	0.5%
COc1cccc2cc(C(=O)Nc3ccc(S(N)(=O)=O)cc3)c(=O)oc12	1%	0.8%
O=C(NCc1ccco1)c1ccccc1Br	-10%	-2.9%
Cc1cc2nc3s/c(=C/c4cn[nH]c4-c4ccccc4)c(=O)n3c2cc1C	2%	0.2%
CCOC(=O)c1sc(NC(=O)C2CCCCC2C(=O)O)nc1C (stereo not given)	1%	2.1%
O=C(Nc1ccon1)C1CCN(S(=O)(=O)c2cccs2)CC1	-8%	25%
O=C(CCSc1nnc2scc(-c3ccccc3)n12)Nc1nc(-c2ccccc2)ns1	-11%	5.1%
CCC(=O)Nc1nnc(Sc2ccc(N(C)C)cc2)s1	-8%	1.8%
CCOc1cc(CNc2ccc3c(c2)CCC3)ccc1O	nt	-1.7%
COc1ccc(OC)c(C2CC(=O)c3c([nH]c(C(=O)OCC4CCCO4)c3C)C2)c1 (stereo not given)	-4%	-1.5%
O=C(NC(NC(=O)C(c1ccccc1)c1ccccc1)c1cccc([N+](=O)[O-])c1)C(c1ccccc1)c1ccccc1	3%	2.9%
O=C(NCc1ccc(F)cc1)c1cnc2sccn2c1=O	-4%	-1.5%
Cc1cc(C2C(=O)C(C(=O)c3ccc(Cl)cc3)C(=O)CC2(C)C)on1 (stereo not given)	-10%	-0.7%
Cc1cc(S(=O)(=O)Nc2c(C(=O)O)[nH]c3ccccc23)ccc1F	-10%	5.3%
CCn1c2c(c3cc(C4CCCCC4)ccc31)CCCC2O (stereo not given)	-3%	3.1%
CCOc1ccc(C2/C(=C(\O)c3ccc(Cl)cc3)C(=O)C(=O)N2CCCn2ccnc2)cc1 (stereo not given)	-2%	-3.3%
CCC(CC)c1nnc(NS(=O)(=O)Cc2ccccc2)s1	-13%	1.7%
O=c1cc(CSc2ccc(S(=O)(=O)N3CCCCC3)cn2)nc2sccn12	-9%	12%
CC(=O)c1cc2c(cc1NC(=O)c1cc(C)nn1-c1ccccc1)OCO2	4%	7.5%
CCOC(=O)COc1ccc(S(=O)(=O)NCC2CCCO2)cc1 (stereo not given)	nt	-1.3%
O=c1/c(=C\c2ccc(OCc3ccccc3)c(Br)c2)sc2nc3ccccc3n12	4%	1.3%
CC(=O)NC1N=C(C)N(c2ccccc2)C1=O (stereo not given)	-5%	nt
Cc1cc(Cl)cc(SCC(=O)O)c1Cl	3%	-2.3%
O=C1c2ccccc2C(=O)N1CN1CCC(Cc2ccccc2)CC1	0%	2.5%
CC(C)(C)NS(=O)(=O)c1ccc2c(c1)oc(=O)c1cc(S(=O)(=O)NC(C)(C)C)ccc12	nt	-3.7%
O=C(c1ccc([N+](=O)[O-])cc1)N1CCN(C(=O)c2ccccc2F)CC1	3%	-1.7%
CC(=O)NC1=NC(=O)/C(=C\c2cccc(F)c2)S1	0%	0.2%
Cc1ccc(CN(Cc2cc3cc(C)ccc3[nH]c2=O)C(=O)N2CCOCC2)cc1	-3%	-1.9%
Cn1nnnc1SCC(=O)Nc1ccccc1C(=O)NC1CC1	nt	-4.7%
O=C(Nc1ccc(Br)cc1)NS(=O)(=O)c1ccccc1Cl	0%	3.0%
COc1ccc(C2CC(C(F)(F)F)n3nc(C(=O)NCc4ccco4)c(Br)c3N2)cc1 (stereo not given)	-5%	2.0%
Cc1cc(C)c(S(=O)(=O)N(C)CC(=O)NC2CCCC2)c(C)c1	-4%	9.2%
Cc1nnc2n(Cc3ccccc3)c(=O)c3c4c(sc3n12)CCCC4	-7%	1.2%
Cn1c(=O)oc2cc(S(=O)(=O)N3CCN(c4ccccn4)CC3)ccc21	7%	7.5%
Cc1ccc(OCCOCCN2CCCC2)cc1	0%	3.6%
CCOC(=O)c1cccc(NC(=O)CSc2nnc(COc3ccccc3C)o2)c1	-7%	-0.8%
O=C(c1ccco1)N1CCN(Cc2ccccc2C(F)(F)F)CC1	-12%	nt
Cn1c(SCC(=O)NCCc2ccccc2)nnc1-c1ccco1	nt	-8.9%
O=C(Nc1ccc(NS(=O)(=O)c2cc(Cl)c(Cl)cc2Cl)cc1)c1ccccc1	3%	-2.2%
CC(C)(C)NC(=O)c1cc(NC(=O)c2ccco2)cc(NC(=O)c2ccco2)c1	-9%&2%	0.2%&1.4%
C#CCSc1nsc(SCC#C)c1C#N	-4%	nt
O=C(CSc1nnc2ccccn12)N1CCOCC1	-5%	1.1%
CC(C)NC(=O)C12CC3CC(C1)CC(C(=O)NC(C)C)(C3)C2	2%	-1.8%
CCOc1ccc(NC(=O)CSc2nnc(-c3ccccn3)n2N)cc1	0%	-2.0%
Cc1c(C(=O)N2CCOCC2)sc(NC(=O)c2ccc3c(c2)OCO3)c1C#N	2%	7.5%
O=C(Cc1ccccc1)Nc1ccc(NC(=O)c2ccco2)cc1	1%	6.5%
Cc1cc(C)nc(/N=C(/N)NNC(=O)c2cccnc2)n1	-2%	4.6%
Cc1ccc(NC(=O)C2CCN(S(=O)(=O)c3ccc(F)cc3)CC2)cc1	nt	-0.9%
O=[N+]([O-])c1ccc(N2CCN(c3nc4ccc([N+](=O)[O-])cc4s3)CC2)cc1	6%	-2.3%
O=C1c2ccccc2C(=O)N1CCN1CCOCC1	2%	0.6%
CCOc1cc([N+](=O)[O-])cc(/C=C2/SC(=S)NC2=O)c1O	0%	18%
CCOC(=O)N1CCN(C(=O)COc2cc(=O)n(CC)c3ccccc23)CC1	0%	-0.1%
CCn1c(SCC(=O)Nc2cc(C)on2)nnc1-c1ccc(S(=O)(=O)N2CCCC2)cc1	-11%	-4.1%
CCC(SC1=Nc2ccccc2C2=NC(CC(C)C)C(=O)N12)C(=O)Nc1ccc2c(c1)OCO2 (stereo not given)	3%	4.4%

Full records from above. Screens in order: MKP-3 inhibition, Hsp70 displacement
Shown for Cc1c(C(=O)N2CCOCC2)sc(NC(=O)c2ccc3c(c2)OCO3)c1C#N = 2%, 7.5%
Shown for C#CCSc1nsc(SCC#C)c1C#N = -4%, nt
Shown for O=C(Cc1ccccc1)Nc1ccc(NC(=O)c2ccco2)cc1 = 1%, 6.5%
Shown for Cc1ccc(NC(=O)C2CCN(S(=O)(=O)c3ccc(F)cc3)CC2)cc1 = nt, -0.9%
Shown for O=C(CSc1nnc2ccccn12)N1CCOCC1 = -5%, 1.1%

(further entries)
mol	MKP-3 inhibition	Hsp70 displacement
O=C(Nc1ccccc1C(=O)N1CCCCC1)C1CCCCC1	-16%	-2.3%
Cc1cccc(Cn2cnc3c(nnn3Cc3ccccc3F)c2=O)c1	-2%	4.0%
O=C(CN1CCN(S(=O)(=O)c2ccc(Br)cc2)CC1)Nc1ccc(F)cc1	3%	-2.0%
CCC(C)[C@H](N)c1nnc(SCc2cccc(F)c2)o1 (stereo not given in full)	-2%	2.2%
Cc1cc2nc(-c3ccc(NC(=O)COc4ccccc4[N+](=O)[O-])cc3)oc2cc1C	3%	-1.2%
COc1cc2c(cc1OC)C(c1cc3cc4c(cc3[nH]c1=O)OCO4)N(C(=O)C(C)C)CC2 (stereo not given)	nt	-0.5%
COc1ccccc1C(=O)N1CCN(Cc2cccc(Cl)c2)CC1	2%	-0.1%
CC(OC(=O)c1cccs1)C(=O)NCc1cccs1 (stereo not given)	-2%	3.2%
COc1ccccc1CNC(=O)CSc1nc2nc(C)cc(C)n2n1	2%	4.0%
CCn1nnnc1SCCSc1nnnn1CC	-5%	0.2%
COc1ccccc1C1=N/C(=C\c2ccc3c(c2)OCO3)C(=O)O1	-1%	6.0%
CC(C)C(c1nnnn1Cc1ccccc1)N1CCC(C(N)=O)CC1 (stereo not given)	-3%	1.8%
CCOC(=O)C(O)(c1ccc(N(CC)CC)cc1)C(F)(F)F (stereo not given)	3%	-0.1%
COc1ccc(N(CC(=O)Nc2ccc(OC)c(OC)c2)S(C)(=O)=O)c(OC)c1	-1%	4.4%
CN1CCN(c2nc3c(c(=O)[nH]c(=O)n3C)n2CCCSc2ncccn2)CC1	2%	-1.1%
Cc1cc(C(C)(C)C)oc1C(=O)N1CCN(C(=O)c2oc(C(C)(C)C)cc2C)CC1	0%	-0.4%
Cc1cc(Nc2ccccc2N2CCOCC2)n2ncnc2n1	4%	0.2%
Cc1ccc2c(CC(=O)OC(C)C(=O)NCc3ccc4c(c3)OCO4)coc2c1 (stereo not given)	-19%	-4.6%
CC(Oc1ccc(Cl)cc1)C(=O)NN (stereo not given)	-2%	4.4%
CC(=O)NC(NC(C)=O)c1ccc(F)cc1	0%	1.6%
COCCOC(=O)C1=C(C)NC(=O)NC1c1ccc(Br)cc1 (stereo not given)	0%	-1.4%
